SV40 large T antigen: SV40 large T antigen inhibitors, biochemical (AID 1903); 310,000 tested, 0.39% active; inhibition, % at 20 µM, or IC50 in µM where a hit was titrated; SV40 large T antigen ATPase/helicase inhibition assay; higher % means a stronger effect; in the data active = a potency from the dose series; inconclusive = inhibition mostly from about 32% at the one dose, without a potency; inactive = the rest, 99 in 100 with inhibition below about 32%; note: strong numbers were not always called active
Dengue-2 NS5 capping: Dengue-2 NS5 methyltransferase inhibitors, primary screen, biochemical, confirmation dose response (AID 588689); Dengue-2 NS5 methyltransferase capping enzyme assay, biochemical; higher % means a stronger effect; one-dose inhibition, % at 25 µM; IC50 in µM for titrated hits; 340,000 tested, 0.3% active; in the data active = a potency from the dose series; inconclusive = inhibition above about 29% without an active follow-up result
RSV antiviral HEp-2: RSV antiviral activity via CPE protection, HEp-2 cells, primary 10 µM value included (AID 2391); HEp-2 cells, RSV-induced CPE inhibition; higher % means a stronger effect; CPE inhibition, % at 10 µM, or IC50 in µM where a hit was titrated; 310,000 tested, 0.13% active; in the data active = a potency from the dose series; inconclusive = CPE inhibition mostly from about 23% at the one dose, without a potency; inactive = the rest, 99 in 100 with CPE inhibition below about 21%; note: strong numbers were not always called active
Rac1 GTP hydrolysis: MgcRacGAP GTPase-activating activity inhibitors, confirmation, biochemical, ADP Hunter fluorescence | MgcRacGAP-stimulated Rac1 GTP hydrolysis, ADP Hunter fluorescence; higher % means a stronger effect; GST-tagged Rac1 F28L mutant substrate | inhibition, % at 30 µM, or IC50 in µM where a hit was titrated | 340,000 tested, 0.6% active;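 active = first-screen hits whose inhibition reached a set limit at any dose in the follow-up dose series; inconclusive = inhibition above the set first-screen limit but never retested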;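 note: fluorescence reports GDP produced by GAP-driven GTP hydrolysis; strong numbers were not always called active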
LYP inhibition: inhibitors of LYP phosphatase, biochemical, fluorescence intensity, uHTS (AID 1779); recombinant LYP phosphatase, fluorescence intensity; higher % means a stronger effect; inhibition, % at 11.5 µM; hits with a dose series show IC50 in µM; 290,000 tested, 0.054% active; in the data active = inhibition above about 50%;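 note: plate controls were vehicle with enzyme for no effect and no enzyme for full effect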
GPR35 antagonists: inhibition of zaprinast-stimulated GPR35 beta-arrestin translocation – imaging, U2OS, beta-arrestin-GFP, zaprinast agonist, primary screen (AID 2058). U2OS GPR35 beta-arrestin-GFP translocation imaging, zaprinast antagonism; higher % means a stronger effect. one-dose inhibition, % at 10 µM; IC50 in µM for titrated hits. 290,000 tested, 0.052% active;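 active = inhibition of at least 50% with at least 30 cells and total cytoplasm GFP at most 10,000,000; inconclusive = under 30 cells or total GFP of 10,000,000 plus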
CSM14.1 death rescue: rescue of cells from ER stress-induced death, primary screen, 384-well, CSM14.1, thapsigargin, ATP luminescence (AID 1222) | CSM14.1 thapsigargin-induced death rescue, ATP luminescence; higher % means a stronger effect | 190,000 tested, under 10 active | cellular ATP content (survival), % at 20 µM; hits with a dose series show EC50 in µM;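 active = EC50 below 50 µM in the dose-response confirmation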;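 note: death triggered by thapsigargin at about 15 µM added after 2 h compound pretreatment; cell ATP read after overnight thapsigargin exposure of roughly 18 to 22 hours; normalized against plate controls of thapsigargin alone and 5% DMSO vehicle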
West Nile virus CPE: West Nile virus antiviral activity, cell-based, CPE readout (AID 1621); one-dose CPE inhibition, % at 10 µM; IC50 in µM for titrated hits; 290,000 tested, 0.02% active; West Nile virus-infected cells, CPE inhibition; higher % means a stronger effect; in the data active = a potency from the dose series; inconclusive = CPE inhibition mostly from about 3.7% at the one dose, without a potency; inactive = the rest, 99 in 100 with CPE inhibition below about 2.2%; note: strong numbers were not always called active
PhoP inhibition: inhibitors of PhoP regulon expression, primary screen, Salmonella Typhimurium, GFP reporter (AID 1863); 300,000 tested, 0.16% active; inhibition, % at 50 µM, or IC50 in µM where a hit was titrated; S. Typhimurium PhoP-regulated promoter GFP reporter, 4 h; higher % means a stronger effect;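 active = inhibition over 29.93%, a cutoff 3 SD above the screen mean, later confirmed by dose response; inconclusive = inhibition over 29.93% but no dose response follow-up; inactive = inhibition at most 29.93% or unconfirmed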;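 note: 0% = low Mg2+ inducing control and 100% = high Mg2+ repressing control; strong numbers were not always called active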
Dengue-2 NS5 capping pilot replicate: also measured in Dengue-2 NS5 capping; calls as there; inhibition, %; measured here: pilot screen replicate inhibition
The depositor's hits bear a star; ? = inconclusive; . = no result given. No enrichment for hits, and some 1.5% of all compounds hit somewhere here.

SMILES	SV40 large T antigen	Dengue-2 NS5 capping	RSV antiviral HEp-2	Rac1 GTP hydrolysis	LYP inhibition	GPR35 antagonists	CSM14.1 death rescue	West Nile virus CPE	PhoP inhibition	others
COc1ccc(C(=O)N2CCC(C(=O)NCc3ccccn3)CC2)cc1	12%	-3%	1.1%	11%	-1%	18%	1.1%	0.3%	-6%
Cc1cccc(N(Cc2ccccc2)C(=O)Cc2ccc(S(=O)(=O)N3CCOCC3)s2)c1	13%	-2%	44%	2%	.	.	.	.	-7%
O=S(Cc1ccc(Br)cc1)Cc1nnc(SCc2ccc(Br)cc2)n1-c1ccccc1 (centres undefined)	0%	-5%	-0.1%	3%	6%	1%	-3.7%	-1.8%	-11%
Cc1ccc(-c2[nH]ncc2CNCCc2cnn(-c3ccccc3)c2)cc1C	9%	-6%	3.5%	-7%	-2%	-2%	.	-0.5%	-5%
CN(C1CCCCC1)S(=O)(=O)c1ccc(NC(=O)CCC(=O)O)cc1	2%	3%	1.7%	7%	-3%	-4%	-1.8%	-0.1%	-2%
Cc1ccc2cc(CNC(C)C)c(=O)[nH]c2c1	24%	2%	0.5%	7%	-8%	10%	-0.8%	0.0%	8%
COc1cc2c(cc1OC)-c1cc(NC3CCCCCC3)nc(=O)n1CC2	8%	-2%	3.5%	8%	-4%	6%	17%	0.4%	12%
CSc1nsc(SCC(=O)Nc2c(C)n(C)n(-c3ccccc3)c2=O)n1	10%	0%	0.3%	1%	2%	6%	0.4%	1.0%	-5%
O=C(NCCCN1CCOCC1)c1ccc(S(=O)(=O)Nc2cccc(C(F)(F)F)c2)cc1	12%	-7%	-2.5%	5%	.	.	.	.	0%
C=C(C)CNC(=S)Nc1cccc(S(=O)(=O)NC2=NCCC2)c1	4%	2%	0.3%	3%	-2%	1%	-0.4%	-0.1%	11%
CC(C)(C)c1ccc(C(=O)Nc2ccc(O)c3c(=O)cc(-c4ccccc4Cl)oc23)cc1	13%	-10%	1.0%	7%	-8%	-6%	.	?	1%
Cc1cccc(NC(=O)CCC(=O)c2cccs2)n1	11%	8%	-0.6%	4%	.	.	.	.	9%
CCOc1ccc(CN2CCN(Cc3[nH]c4ccccc4c3C)CC2CCO)cc1 (centres undefined)	7%	5%	6.7%	-2%	-3%	2%	-2.6%	-2.2%	-2%
CCOC(=O)NC(O)C(=O)c1ccc(F)cc1 (centres undefined)	-6%	4%	1.5%	9%	-11%	-5%	-0.6%	-0.5%	1%
Cc1cc(NC(=O)c2noc3c2CCCCC3)no1	20%	-6%	0.6%	-3%	-7%	-9%	-1.9%	0.2%	-5%
COc1ccc(NC(=O)CCN2CCN(c3ccc(F)cc3)CC2)cc1	3%	0%	1.5%	9%	-4%	0%	.	0.2%	1%
Cn1ccs/c1=N\S(=O)(=O)c1ccc(F)cc1	0%	1%	1.4%	3%	-7%	-2%	-2.7%	-0.3%	-3%
CCOc1ccc(NC(=O)CCC(=O)n2nc(C)cc2C)cc1	13%	.	0.7%	.	-2%	-21%	-1.9%	0.4%	31%
Cc1ccccc1OCc1csc(N)n1	6%	8%	0.6%	8%	-6%	-2%	-1.2%	-0.7%	-4%
CC(NC(=S)Nc1ccccc1)C(c1cccs1)N1CCOCC1 (centres undefined)	22%	-10%	-0.6%	14%	-2%	-8%	.	-0.1%	-9%
CC(C)(C)NC(=O)NC(=O)COC(=O)Cn1c(C(F)(F)F)nc2ccccc21	4%	-6%	1.2%	-1%	3%	3%	4.3%	1.2%	-10%
O=C(c1ccc(Sc2ccccc2)c([N+](=O)[O-])c1)N1CCOCC1	3%	-3%	1.1%	7%	-6%	5%	.	-1.4%	15%
COc1ccc(C(=O)CSc2nc3ccccc3n2CC(=O)c2ccccc2)cc1	16%	-8%	1.5%	5%	1%	-5%	-0.2%	-0.3%	-4%
O=C(CSc1nnnn1-c1cccc2c1CCCC2)N1CCCC1	22%	-1%	0.7%	4%	-1%	-9%	-2.3%	-0.2%	4%
COc1cccc(-n2c(=S)[nH]c3c(oc4ccccc43)c2=O)c1	16%	-13%	-0.5%	20%	-2%	-13%	2.1%	-0.3%	6%

2 records drawn at random from those above:
SMILES	SV40 large T antigen	Dengue-2 NS5 capping	RSV antiviral HEp-2	Rac1 GTP hydrolysis	LYP inhibition	GPR35 antagonists	CSM14.1 death rescue	West Nile virus CPE	PhoP inhibition	others
CC(C)(C)NC(=O)NC(=O)COC(=O)Cn1c(C(F)(F)F)nc2ccccc21	4%	-6%	1.2%	-1%	3%	3%	4.3%	1.2%	-10%
Cc1ccc2cc(CNC(C)C)c(=O)[nH]c2c1	24%	2%	0.5%	7%	-8%	10%	-0.8%	0.0%	8%

Next records.
SMILES	SV40 large T antigen	Dengue-2 NS5 capping	RSV antiviral HEp-2	Rac1 GTP hydrolysis	LYP inhibition	GPR35 antagonists	CSM14.1 death rescue	West Nile virus CPE	PhoP inhibition	others
O=C(NC(=S)Nc1ccc(CN2CCOCC2)cc1)c1ccc([N+](=O)[O-])cc1Cl	27%	-5%	-0.9%	8%	-4%	-3%	-0.4%	-0.5%	0%
C=CCNc1nc(-c2c(C)nc3sccn23)cs1	?	-31%	8.4%	29%	-3%	0%	-1.1%	-0.7%	-2%
Cn1c(=O)[nH]c(=O)c2c1nc(N1CCCCC1)n2CCSc1ncccn1	7%	-8%	9.0%	4%	.	.	.	.	.
COc1ccc(N2CCN(S(=O)(=O)c3cccc4cccnc34)CC2)cc1	28%	-4%	-0.5%	24%	-8%	2%	2.7%	0.2%	-3%
FC(F)(F)c1ccccc1NC(=S)N1CCCC1	4%	-2%	.	14%	-9%	16%	.	0.0%	-2%
COC(=O)c1ccccc1N1C(=O)[C@@H]2C(c3ccc(F)cc3)=NO[C@@H]2C1=O	12%	-4%	0.1%	9%	-1%	-7%	1.1%	0.4%	-1%
COc1ccc(C2SCCN2S(=O)(=O)c2ccc(NC(C)=O)cc2)cc1OC (centres undefined)	9%	6%	3.4%	4%	-11%	-13%	.	-0.2%	-3%
CCCCCCC(=O)NNC(=O)CC(=O)Nc1ccccc1C(=O)O	1%	-8%	0.1%	-1%	-8%	-2%	0.2%	-0.2%	1%
CN(Cc1ccc(F)cc1)C(=O)CCc1nnc(-c2ccccc2)o1	1%	-8%	0.3%	4%	-4%	-13%	1.3%	-0.7%	-1%
NS(=O)(=O)c1cccc(NC(=S)NC(=O)C23CC4CC(CC(C4)C2)C3)c1	13%	-12%	6.7%	1%	4%	-2%	1.4%	0.0%	1%
COc1ccc(/C(O)=C2/C(=O)C(=O)N(c3ncccn3)C2c2ccc(OC)c(OC)c2)cc1 (centres undefined)	5%	-1%	1.8%	10%	-3%	-1%	-2.0%	0.0%	-9%
Cc1c(NC(=O)c2ccc(Cl)s2)c(=O)n(-c2ccccc2)n1C	37%	3%	1.6%	6%	-8%	0%	1.5%	-0.4%	-1%
Cc1cccc(C)c1NC(=O)C(=O)NCc1ccccn1	7%	-7%	0.6%	12%	-3%	5%	1.9%	0.1%	1%
Cc1ccc(C(=O)NCc2ccc(F)cc2)s1	8%	7%	0.6%	7%	.	.	.	.	.
COCCNC(=O)CC(c1ccccc1)c1ccccc1	17%	2%	.	10%	-5%	-2%	-0.3%	-0.4%	9%
COc1ccc(CCNC(=O)c2ccc(Cl)cc2)cc1	-1%	-10%	4.8%	2%	-8%	-8%	2.6%	0.0%	-2%
COC(OC)c1ccc(C#N)c(SCc2ccc(C)cc2)n1	8%	1%	2.9%	13%	-2%	10%	.	0.3%	6%
CCCCn1c(N)c(N(CCOC)C(=O)C2CCN(S(=O)(=O)c3ccccc3)CC2)c(=O)[nH]c1=O	11%	-9%	1.8%	11%	.	.	.	.	-1%
CCOc1c(C#N)c(C#N)c2nc(C)cc(C)n12	5%	23%	1.9%	11%	-9%	0%	3.8%	-0.3%	2%
Cc1ccc(CNC(=O)C2CCC(=O)N2C(C)C)cc1 (centres undefined)	2%	-2%	0.4%	9%	-3%	-5%	.	0.6%	-8%
O=C(CNC(=O)c1ccccc1)NCC(=O)OCc1ccccc1Cl	-5%	.	1.3%	.	-12%	4%	0.1%	0.4%	-1%
Cc1cc(C(=O)N/N=C/c2sc(N3CCOCC3)nc2-c2ccccc2)c(C)o1	3%	.	6.3%	-1%	5%	-8%	0.1%	-0.4%	-5%
Cc1ccccc1NC(=O)Cn1nc(C)n2cccc2c1=O	13%	-7%	1.3%	7%	-12%	2%	.	0.2%	-10%
Cc1ccc(N(C(=O)c2csnn2)C(C(=O)NC2CCCCC2)c2ccncc2)cc1 (centres undefined)	8%	-12%	0.5%	4%	-7%	-11%	.	0.0%	2%
COc1ccc(C(C)=O)cc1COC(=O)c1ccc(S(=O)(=O)N2CCOCC2)cc1	6%	6%	2.4%	6%	-9%	13%	-0.7%	0.2%	4%
O=[N+]([O-])c1ccc(C(O)C[n+]2ccccc2)cc1 (centres undefined)	5%	-5%	0.0%	7%	-15%	-28%	.	0.1%	0%
Cc1cccc(OCCCC(=O)Nc2nccs2)c1C	13%	-5%	3.0%	12%	-8%	-3%	.	-0.3%	1%
CSCCC1Nc2ccc(S(=O)(=O)N3CCOCC3)cc2NC1=O (centres undefined)	9%	-4%	.	-3%	-4%	1%	-0.8%	-0.5%	0%
COc1ccc(-c2cnn3c4c(c(C)nc23)CCN4C(C)C)cc1OC	10%	2%	0.9%	12%	5%	8%	-2.1%	0.4%	-4%	Dengue-2 NS5 capping pilot replicate=-6.1

By substructure: the compounds so far with an aryl thioether with sulfur outside any ring
SMILES	SV40 large T antigen	Dengue-2 NS5 capping	RSV antiviral HEp-2	Rac1 GTP hydrolysis	LYP inhibition	GPR35 antagonists	CSM14.1 death rescue	West Nile virus CPE	PhoP inhibition	others
O=S(Cc1ccc(Br)cc1)Cc1nnc(SCc2ccc(Br)cc2)n1-c1ccccc1 (centres undefined)	0%	-5%	-0.1%	3%	6%	1%	-3.7%	-1.8%	-11%
CSc1nsc(SCC(=O)Nc2c(C)n(C)n(-c3ccccc3)c2=O)n1	10%	0%	0.3%	1%	2%	6%	0.4%	1.0%	-5%
O=C(c1ccc(Sc2ccccc2)c([N+](=O)[O-])c1)N1CCOCC1	3%	-3%	1.1%	7%	-6%	5%	.	-1.4%	15%
COc1ccc(C(=O)CSc2nc3ccccc3n2CC(=O)c2ccccc2)cc1	16%	-8%	1.5%	5%	1%	-5%	-0.2%	-0.3%	-4%
O=C(CSc1nnnn1-c1cccc2c1CCCC2)N1CCCC1	22%	-1%	0.7%	4%	-1%	-9%	-2.3%	-0.2%	4%
Cn1c(=O)[nH]c(=O)c2c1nc(N1CCCCC1)n2CCSc1ncccn1	7%	-8%	9.0%	4%	.	.	.	.	.
COC(OC)c1ccc(C#N)c(SCc2ccc(C)cc2)n1	8%	1%	2.9%	13%	-2%	10%	.	0.3%	6%
